Compound activity deposited in PubChem by National Center for Advancing Translational Sciences (NCATS).
S3 lipid droplet – qHTS Assay for Lipid Storage Modulators in Drosophila S3 Cells; lipid storage change, negative = inhibition, % at the top dose, mostly 46.1 µM; hits show Potency in µM; hit rate 0.64% among 320,000; AID 2685; Drosophila S3 cells, BODIPY lipid droplet fluorescence, 18-24 h; cells fed with added oleic acid; active = well fitted inhibition curve with a large enough effect in the signal ratio, with a control signal flat, not every such curve was filed as active; inconclusive = small, poorly fitted or top-dose-only effect, or effect the other way, or a change in a side signal; the % refers to the signal ratio
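Drosophila S3 cells got compounds at several concentrations plus oleic acid (400 uM solution). Laser-scanning cytometry with 488 nm excitation read lipid droplets at 500-530 nm and cells at 575-640 nm. Percent activity was relative to 20 uM Triacsin C.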
S3 lipid droplet cell count max – second read-out of S3 lipid droplet, no call of its own (marks repeat the call); cell number change, %; measured here: cell count max response;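 cells counted by Cell Tracker Red CMTPX staining in the red channel; peak over a dose series mostly up to 46.1 µM; percent activity relative to internal control wells on each plate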
Active calls of the source: *; i = inactive; ? = inconclusive; . = not tested or not shown; [ ] = another dose, or the depositor's remark. % is scaled to controls: 0 for no effect and ±100 for the full control effect; potency is read from the fitted curve at half-maximal effect. The list is partial; rates above refer to the full screens.

Molecule | S3 lipid droplet cell count max | S3 lipid droplet
COC(=O)c1ccc(/C=N/NC(=O)CCSc2nc3ccccc3s2)cc1 | 5.4 | 25.6%
Oc1ccc(/C=N/n2c(-c3ccco3)csc2=Nc2cccnc2)c(O)c1 | . | ?
CCOCCCNS(=O)(=O)c1ccc(NC(=O)c2ccccc2)cc1 | . | ?
Cc1ccccc1NC(=O)Nc1nnc(Cc2ccc([N+](=O)[O-])cc2)s1 | -5.1 | 8.0%
Cc1cc(=O)[nH]c(SCC(=O)NCCOc2ccccc2)n1 | -1.5 | 5.2%
CCOc1cc(C)ccc1OCc1nnc(SCC(=O)c2cccc([N+](=O)[O-])c2)n1C | -11.4 | -4.6%
COc1ccc(S(=O)(=O)N(C)CC(=O)N2CCCCC2)cc1Cl | 4.9 | 13.1%
O=C(O)c1sccc1OCc1ccccc1 | . | ?
COc1cccc(-n2nc(C#N)c(Cl)cc2=O)c1 | -6.7 | -92.2%
COc1ccc(C(=O)C(C)OC(=O)c2sc(C)nc2C)cc1 (stereo not given) | . | ?
N#CCN1CCN(CC(=O)c2ccc(Br)cc2)CC1 | . | ?
CCOC(=O)c1sc(NC(=O)C(CC)Sc2nccn2C)nc1C (stereo not given) | -18.4 | 25.0%
Cc1ccc(/C=C/C(=O)O)cc1S(=O)(=O)N1CCc2ccccc2C1 | . | ?
CC(C)(O)[C@H](O)COc1c2occc2cc2ccc(=O)oc12 | . | ?
CN1CCN(c2nc(-c3cccnc3)nc3ccccc23)CC1 | . | ?
CC(O)[C@H]1CNC(=O)C(=O)N1CC1(c2ccccc2)CC1 (stereo not given in full) | 5.1 | 19.2%
Nc1c(-c2ccccc2)c(CN2CCOCC2)nn1-c1ccccc1 | -14.6 | -0.9%
COc1ccc(CCNC(=O)c2cc(-c3ccc(Cl)c(Cl)c3)oc2C)cc1 | . | ?
Cc1c(OC(C)C(=O)NCC2CCC(C(=O)O)CC2)ccc2c1oc(=O)c1ccccc12 (stereo not given) | . | ?
Cc1cc(C)c2c(=O)[nH]n(C3CCCCCC3)c2n1 | 4.4 | 1.3%
CC1Cc2ccccc2N1C(=O)CSc1nnc(Cc2ccccc2)n1CCc1ccccc1 (stereo not given) | . | ?
O=C(NCc1cccc(Cl)c1)c1cccc(S(=O)(=O)N2CCCC2)c1 | . | ?
CCN(CC)CCn1c2c(c(SCC(=O)Nc3ccc4c(c3)OCO4)nc1=O)CCC2 | . | ?
CCc1nnc(NC(=O)CCNC(=O)c2ccccc2Cl)s1 | . | ?
O=C(OCCN=C1NS(=O)(=O)c2ccccc21)c1ccncc1 | 23.8 | i
COCCCNC(=S)NNC(=O)c1cc(-c2ccncc2)nc2ccccc12 | . | ?
CC1CCCCC1NC(=O)CNC(=O)c1ccco1 (stereo not given) | -11.0 | 2.4%
COc1ccc(/C=C/C(=O)Nc2c(C(=O)O)[nH]c3ccccc23)cc1OC | . | -8.3%
Cc1noc(C)c1S(=O)(=O)N1CCCCC1 | . | ?
O=C(CCC(=O)N1CCSc2ccccc21)NCc1ccc(Cl)cc1 | 15.0 | -12.6%
CCOC(=O)c1c(C)[nH]c(C)c1S(=O)(=O)NCc1ccc(OCC)cc1 | -11.8 | i
CCN(CC)S(=O)(=O)c1cccc(NC(=O)CSc2nnc(N)s2)c1 | . | ?
COc1cccc(-c2nn(C)c3sc(C(=O)N4CCN(c5ccccc5)CC4)cc23)c1 | . | ?
CCOC(=O)c1c(CN2CCN(CC#N)CC2)n(C)c2cc(Br)c(OC)cc12 | . | ?
COc1ccc(-c2nn(-c3ccccc3)cc2C(=O)Nc2ccc(C(=O)O)cc2)cc1OC | . | ?
CN(C)CCCN(C(=O)c1ccco1)c1nc2ccc(Cl)cc2s1 | 3.3 | -11.3%[9.22 µM]
O=C(NCCN1CCCC1)c1ccc(Cn2c(=S)[nH]c3ccc(Br)cc3c2=O)cc1 | . | ?
COc1ccc(/C=N/n2cncn2)cc1Cn1nc(C)c([N+](=O)[O-])c1C | . | ?
Cc1[nH]c2ccccc2c1N=Nc1ccccc1C(=O)O | . | ?
O=C(NCc1cc([N+](=O)[O-])ccc1O)c1cccnc1Sc1ccccc1Cl | . | ?
NS(=O)(=O)c1ccc(CCNS(=O)(=O)c2cccs2)cc1 | . | ?
O=C(CN1CCN(C(=O)C2COc3ccccc3O2)CC1)Nc1ccccc1 (stereo not given) | . | ?
COCc1c(C(=O)N2CCc3ccccc32)oc2ccccc12 | . | ?
COC(=O)C1=C(C(=O)OC)C(c2cc([N+](=O)[O-])ccc2O)c2sc(=O)[nH]c2S1 (stereo not given) | -2.7 | -17.1%
CCOC(=O)C(=CNNc1cccc(Cl)c1)C(=O)OCC | -18.5 | 6.6%
CCOC(=O)c1cnc(SCC(=O)NCc2cccs2)nc1N | 16.7 | i
CCC(C(=O)NCc1ccco1)N(Cc1cccs1)C(=O)CNS(=O)(=O)c1ccccc1 (stereo not given) | . | ?
Cc1ccc(S(=O)(=O)c2c(C)nn(C(C)(C)C)c2OC(=O)c2ccc(Br)o2)cc1 | . | -4.3%
CCCNC(=O)NC(=O)CSc1cccc(C(F)(F)F)c1 | . | ?
CN(CC(=O)NCCc1ccc(S(N)(=O)=O)cc1)S(=O)(=O)c1cccc2nsnc12 | 0.4 | i

A second format for part of the listing above.
Value order: S3 lipid droplet cell count max | S3 lipid droplet
O=C(NCCN1CCCC1)c1ccc(Cn2c(=S)[nH]c3ccc(Br)cc3c2=O)cc1
    . | ?
COc1ccc(/C=N/n2cncn2)cc1Cn1nc(C)c([N+](=O)[O-])c1C
    . | ?

More records:
Molecule | S3 lipid droplet cell count max | S3 lipid droplet
COc1ccc(OC)c(S(=O)(=O)Nc2ccc(O)c(Sc3ncn[nH]3)c2)c1 | . | i
O=C(CNS(=O)(=O)c1c(Cl)cccc1Cl)N1CCCCCC1 | . | ?
Cc1nc(-c2cccnc2)sc1C(=O)Nc1ccc(Cl)cc1 | 8.0 | -23.2%
COc1ccc(CC(=O)NCCS(=O)(=O)N2CCN(c3ccccc3)CC2)cc1OC | . | i
CCC(C(=O)OCC(=O)c1ccc(OC)cc1OC)c1ccccc1 (stereo not given) | . | ?
CCC(=O)Nc1sc2c(c1C(=O)OC)CCN(Cc1ccccc1)C2 | . | ?
O=C(NCc1cccc(Cl)c1)c1ccc2c(c1)SC1=NS(=O)(=O)CCN12 | . | ?
O=C(O)c1ccc2c(c1)N(Cc1ccccc1)C(=O)c1ccccc1S2 | . | ?
CC(C)Cn1c(N)c(C(=O)NCCN2CCOCC2)c2nc3ccccc3nc21 | . | i
Cc1cc(C(=O)COc2ccccc2Cl)c(C)n1C1CC1 | 9.0 | 9.1%
Cc1ccc(C)c(NC(=O)c2nc(Cl)ccc2Cl)c1 | . | ?
OCc1ccccc1NC(=S)Nc1cccnc1 | 1.2 | -8.8%
COC(=O)[C@@H](CC(C)C)NS(=O)(=O)N(Cc1ccccc1)[C@@H](CC(C)C)C(=O)OC | . | ?
COc1ccc(C(=O)NCC2OCCc3ccccc32)cc1 (stereo not given) | 1.0 | 3.5%
CC(=O)c1ccc(S(=O)(=O)NCCc2csc(-c3cccnc3)n2)cc1 | . | ?
CC1CN(C(=O)COC(=O)c2c(Cl)cccc2Cl)CC(C)O1 (stereo not given) | . | ?
O=C1CC(c2ccco2)CC2=C1C=Nc1ccccc1N2 (stereo not given) | . | ?
Cc1cc(/C=C(\C#N)C(=O)NCc2cccs2)c(C)n1-c1ccc([N+](=O)[O-])cc1 | -14.2 | -3.4%
COc1ccc(C2=NO[C@@H]3C(=O)N(c4cccc(C)c4C)C(=O)[C@H]23)cc1OC | 9.0 | i
CC(=O)c1cccc(NC(=S)NC(=O)CC(C)(C)C)c1 | . | ?
Cc1cc(N=Cc2c(O)n(-c3cccc(Cl)c3)c(=O)c3ccccc23)no1 | . | ?
CC(C)Oc1ccc(C(=O)OC(C)C(=O)NC2CCCCC2C)cc1 (stereo not given) | . | ?
O=C(O)c1ccn(Cn2cnc3ccccc32)n1 | 1.1 | 1.3%
O=C(N1CCCC1)N1CCN(c2ncnc3c(-c4ccc(Cl)cc4)nsc23)CC1 | . | ?
Cc1ccc2nc(SCC(=O)Nc3cc(C(C)(C)C)nn3-c3ccccc3)[nH]c2c1 | . | ?

Among those listed so far, seven contain a thiophene ring, fused or not.
Molecule | S3 lipid droplet cell count max | S3 lipid droplet
O=C(O)c1sccc1OCc1ccccc1 | . | ?
COc1cccc(-c2nn(C)c3sc(C(=O)N4CCN(c5ccccc5)CC4)cc23)c1 | . | ?
NS(=O)(=O)c1ccc(CCNS(=O)(=O)c2cccs2)cc1 | . | ?
CCOC(=O)c1cnc(SCC(=O)NCc2cccs2)nc1N | 16.7 | i
CCC(C(=O)NCc1ccco1)N(Cc1cccs1)C(=O)CNS(=O)(=O)c1ccccc1 (stereo not given) | . | ?
CCC(=O)Nc1sc2c(c1C(=O)OC)CCN(Cc1ccccc1)C2 | . | ?
Cc1cc(/C=C(\C#N)C(=O)NCc2cccs2)c(C)n1-c1ccc([N+](=O)[O-])cc1 | -14.2 | -3.4%

Continued:
Molecule | S3 lipid droplet cell count max | S3 lipid droplet
CC(=Nc1cccc(C)c1)c1sc2ccccc2c1O | . | i
O=C(COc1ccc(F)cc1Cl)Nc1cccc(S(=O)(=O)N2CCCC2)c1 | -24.0 | 8.5%
COc1cccc(CNS(=O)(=O)c2c(C(=O)N3CCCCC3)c(C)n(C)c2C)c1 | 25.7 | 22.6%
CC(=O)N/N=C(\C)c1cccc(C(F)(F)F)c1 | . | ?
CCC(O)C1CCN(C(=O)c2cc(COc3ccc(F)cc3F)on2)CC1 (stereo not given) | . | ?
COc1ccc(/C=N/NC(=O)c2ccc(NC(=O)c3cccc([N+](=O)[O-])c3)cc2)c(OC)c1 | . | ?
O=C(Nc1ccc(CN2CCOCC2)cc1)c1ccccc1F | -1.5 | 9.1%
COc1ccc(C(C)NC(=O)CC23CC4CC(CC(C4)C2)C3)cc1 (stereo not given) | . | ?
O=C(CSc1ncnc2scc(-c3ccccc3)c12)Nc1ccc(C(=O)O)cc1 | . | ?
COc1ccccc1NC(=O)CSc1nnnn1-c1ccc(C)cc1 | 0.7 | 1.2%
CC(=O)NS(=O)(=O)c1cccnc1Nc1ccc(Cl)cc1 | . | ?
O=C1C2C3C=CC(C3)C2C(=O)N1c1n[nH]c(-c2cccnc2)n1 (stereo not given) | 10.9 | i
CCc1ccc(-c2cc3c(=O)n(CC(=O)N4CCCCCC4)nc(C)n3n2)cc1 | . | ?
C=CC[n+]1c(C)csc1Nc1ccc(C(=O)O)cc1 | . | ?
CCN(CC(=O)NC1CCS(=O)(=O)C1)C(=O)/C=C/c1cccs1 (stereo not given) | . | ?
COc1cc(/C=N/n2nnnc2N)cc(OC)c1OC | 8.5 | 8.0%
COc1cccc(-n2nnnc2SCC(=O)Nc2ccc(NC(C)=O)cc2)c1 | . | ?
CS(=O)(=O)N(CC(=O)Nc1cc(Cl)ccc1Cl)c1ccccc1 | . | i
O=[N+]([O-])c1ccccc1N/N=C\c1ccccc1F | . | ?
CCOc1ccccc1N(CC(=O)NCc1ccccc1)C(=O)CCC(=O)Nc1cc(C)ccn1 | 4.1 | 3.3%
COc1ccc(-c2ccc(CO)o2)cc1N | -6.2 | -11.1%
CN1C(=O)Cc2cc(S(=O)(=O)NCCc3ccccc3)ccc21 | . | ?
CC(=O)NC(CCS(C)(=O)=O)C(=O)Nc1ccc2c(c1)OCO2 (stereo not given) | . | -30.0%
CCn1c(=NC(=O)C2COc3ccccc3O2)sc2c(C)ccc(OC)c21 (stereo not given) | . | 27.4%
Cc1ccc(C(=O)Nc2ccccc2C(=O)N2CCCCCC2)cc1 | 2.2 | -6.3%
COc1ccc(/C=N/NC(=O)c2ccncc2)cc1Cn1nc([N+](=O)[O-])c(Br)c1C | . | ?
O=C(Nc1cccc([N+](=O)[O-])c1)N1CCCCCC1 | . | ?
COc1ccc(C2c3ccc4ccccc4c3Oc3ncn(CCCO)c(=N)c32)cc1 (stereo not given) | . | ?
CC(C)C(NS(=O)(=O)c1ccccc1)C(=O)OCc1cc([N+](=O)[O-])cc2c1OCOC2 (stereo not given) | 11.3 | -3.1%
NC(=O)CSc1nc2ccccc2c(=O)n1Cc1ccccc1 | 12.6 | -14.9%
CC(C)CN1CCC(=O)N([C@H](CSc2ccccc2)Cc2ccccc2)CC1 | 14.4 | -28.7%
Cc1c(Cl)cccc1NC(=O)NN1CCN(C)CC1 | 6.4 | -4.8%
COCCn1c(SCC(=O)N2CCC(C)CC2)nc2ccccc2c1=O | -18.2 | 12.4%
COC(=O)c1cccc(N(CC(=O)NC2CCCCC2)C(=O)CNC(=O)c2cccs2)c1 | 13.9 | -29.7%
COc1cc(CN2CCN(Cc3ccco3)CC2)cc(OC)c1 | . | i
Cn1cc([N+](=O)[O-])c(C(=O)n2cccn2)n1 | 1.9 | 6.7%
Cc1cc(C(=O)CSc2ncnc3ccccc23)c(C)n1C1CC1 | . | ?
Cc1cc(C)nc(SCc2nnc(SCC(=O)Nc3nc(-c4ccccc4)cs3)n2-c2ccccc2)n1 | . | ?
O=C(CN1CCN(Cc2ccccc2Cl)C1=O)NCc1ccccn1 | . | ?
O=[N+]([O-])c1cccnc1Oc1ccc(F)cc1F | 14.2 | 3.5%
CCCCCN1N=C(C)CC1=O | . | ?
CC1(C)CC2CC(C)(CN2C(=O)COC(=O)c2ccccc2C(F)(F)F)C1 (stereo not given) | . | ?
